# Compound activity as filed in PubChem.
# Tau ThT inhib – inhibitors of human tau fibril formation, thioflavin T binding. recombinant tau K18 P301L, heparin-induced fibrillization, ThT fluorescence. Potency, µM (titrated, usually from 57.4 µM), for the others: at the highest dose activity, negative = inhibition, usual class: inhibitors. 2.1% of 270,000 active; further: nearly all actives have a fitted effect of over 55% in size
# Target sequence (P10636 561-689 P618L limits assumed): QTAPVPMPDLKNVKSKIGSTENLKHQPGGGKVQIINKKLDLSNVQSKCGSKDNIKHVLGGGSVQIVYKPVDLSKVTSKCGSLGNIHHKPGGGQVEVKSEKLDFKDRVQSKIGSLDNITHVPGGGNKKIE
#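 Aggregation was driven by heparin (20 uM final) acting on recombinant tau […] bearing P301L in 100 mM sodium acetate pH 7; fibrils were detected with Thioflavin T.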
# Tau fluor counter – counter-screen for tau fibril formation inhibitors; tau K18 P301L Alexa594 fluorescence, heparin fibrillization; Potency, µM (top dose mostly 57.7 µM), without a hit: top-dose activity change, negative = decrease; 0.93% of 280,000 active; further: nearly all actives have a fitted effect of over 55% in size
#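 Human tau K18 P301L (15 uM unlabeled, 0.24 uM Alexa 594-labeled) in 100 mM sodium acetate pH 7 with 20 uM heparin, 6 hr at 37 C. ThT 30 uM added, 1 hr ambient; Alexa 594 FP and total fluorescence read at 555/632 nm.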
# ALDH1A1 inh – inhibitors of human aldehyde dehydrogenase 1A1; Potency, µM (series often up to 75.3 µM), without a hit: at the top dose activity, negative = inhibition, actives largely listed as inhibitors; 7.3% of 220,000 active; Purified ALDH1A1, NADH fluorescence, propionaldehyde substrate; active means well fitted inhibition curve with a large enough effect, not every such curve was filed as active; inconclusive means small, poorly fitted or top-dose-only effect, or another doubt; inactive means no such curve, though single readings can be large or run the other way;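 further: plate controls were no enzyme wells and a reference inhibitor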
# Target sequence (P00352 whole entry, looked up): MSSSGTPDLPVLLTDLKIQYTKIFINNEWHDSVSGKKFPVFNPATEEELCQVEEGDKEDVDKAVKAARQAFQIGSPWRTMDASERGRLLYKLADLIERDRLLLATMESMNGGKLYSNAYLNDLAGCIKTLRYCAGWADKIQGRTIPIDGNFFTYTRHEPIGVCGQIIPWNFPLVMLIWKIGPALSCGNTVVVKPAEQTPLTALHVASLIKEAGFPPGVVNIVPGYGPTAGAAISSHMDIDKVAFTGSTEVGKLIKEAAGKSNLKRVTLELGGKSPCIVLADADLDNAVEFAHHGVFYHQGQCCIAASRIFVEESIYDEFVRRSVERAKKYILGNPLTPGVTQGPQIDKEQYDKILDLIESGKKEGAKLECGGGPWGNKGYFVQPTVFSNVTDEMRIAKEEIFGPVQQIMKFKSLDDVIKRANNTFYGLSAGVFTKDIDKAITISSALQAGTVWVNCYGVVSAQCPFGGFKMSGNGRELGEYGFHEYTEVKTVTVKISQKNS
# L3MBTL1 inh – inhibitors of human L3MBTL1; Q9Y468; AlphaScreen L3MBTL1–H3K9me1 peptide binding; Potency, µM (titrated, usually from 57.1 µM), for inactives: at the highest dose activity, negative = inhibition, usual class: inhibitors; 0.66% of 230,000 active; further: nearly all actives have a fitted effect of over 60% in size
#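 AlphaScreen proximity signal between nickel-chelate acceptor and streptavidin donor beads (final 10 ug/mL) reports binding of 50 nM L3MBTL1 to 75 nM biotin-H3 K9me1 peptide; complex incubated with compounds 30 min at room temperature; cefsulodin titration as control.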
# TRb SRC2 PPI – disrupts binding of human TR beta to SRC2. P10828. TRbeta-SRC2 peptide binding, fluorescence polarization; receptor liganded with 1 µM T3. Potency, µM (top dose mostly 106 µM), for inactives: at the highest dose activity change, negative = inhibition, hits mostly inhibitors. 0.065% of 280,000 active. AID 1469;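 further: plate controls were bound peptide for no effect and peptide without receptor for full effect; nearly all actives have a fitted effect of over 50% in size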
#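 Decrease in fluorescence polarization of 20 nM Texas Red SRC2 coactivator peptide flagged inhibition of its binding to 0.6 uM TRb LBD; 1 uM T3 included, incubation 5 hr, ex 555/em 632 nm.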
# TR SRC2 fluor cs – alters Texas Red total fluorescence, flagging assay interference | Potency, µM (top dose mostly 106 µM), without a hit: at the highest dose fluorescence change, negative = quenching | TRb/SRC2 Texas Red total fluorescence interference | 0.29% of 280,000 active; active means well fitted curve in either direction with a large enough effect; inconclusive means small, poorly fitted or top-dose-only effect
#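 Flags fluorescent or light-absorbing compounds by total fluorescence, S + 2P, at 555 nm excitation and 632 nm emission. Mixture: 20 nM Texas Red SRC2 peptide, 0.6 uM human TRb LBD, 1 uM T3, 5% DMSO; compound exposure 5 h at ambient temperature.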
# Tau FP inhib – inhibitors of human tau fibril formation | P10636 | K18 P301L tau heparin fibrillization, Alexa594 FP, 6 h | Potency, µM (top dose mostly 57.7 µM), without a hit: at the top dose activity, negative = inhibition, most hits filed as inhibitors | 0.39% of 280,000 active | AID 1468; further: nearly all actives have a fitted effect of over 55% in size
#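 FP of Alexa 594-tau after heparin (20 uM) induction. Substrate: human K18 P301L, 15 uM unlabeled, 0.24 uM labeled. Buffer 100 mM sodium acetate pH 7. 6 hr, 37 C.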
# GLA spleen mod – inhibits or activates alpha-galactosidase in human spleen homogenate; human spleen homogenate, 4MU-alpha-Gal fluorescence, 40 min; 0.008% of 240,000 active; AID 2107; P06280; Potency, µM (titrated, usually from 80 µM), without a hit: top-dose activity change, negative = inhibition, hits mostly inhibitors;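 further: 0% = enzyme with vehicle and -100% = no enzyme basal signal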
# Target sequence (P06280 32-429 limits assumed): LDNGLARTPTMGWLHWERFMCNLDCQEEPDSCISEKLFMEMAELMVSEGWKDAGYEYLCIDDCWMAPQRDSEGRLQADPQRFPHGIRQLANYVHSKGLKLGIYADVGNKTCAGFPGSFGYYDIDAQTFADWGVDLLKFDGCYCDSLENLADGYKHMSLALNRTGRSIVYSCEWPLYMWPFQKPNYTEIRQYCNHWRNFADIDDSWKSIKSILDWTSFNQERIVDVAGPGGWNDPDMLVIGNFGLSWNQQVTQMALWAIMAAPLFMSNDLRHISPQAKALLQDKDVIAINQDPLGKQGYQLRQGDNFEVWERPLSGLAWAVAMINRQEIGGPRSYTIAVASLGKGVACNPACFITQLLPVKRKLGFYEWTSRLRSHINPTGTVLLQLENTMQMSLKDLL
#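 Inhibition or activation of alpha-galactosidase in human spleen homogenate is scored by 4-MU fluorescence after 40 min at 37C, pH 5.0, with 1 mM substrate. AC50s come from concentration-response fitted to the Hill equation.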
# Numbers without * were called inactive; ? = inconclusive; · = not tested or not shown; & = joins results of further samples; [ ] = dose if it differs, or a comment. Unless noted, the call rests on the fitted dose curve; in most records, active means well fitted curve in the direction sought with a large enough effect; inconclusive means small, poorly fitted or top-dose-only effect, or another doubt; inactive means no such curve, though single readings can be large; an effect the other way counts as inactive or inconclusive. Unless noted, on the % scale 0 is the no-effect control and ±100 the full control effect; potency means the concentration at half of the fitted maximal effect.
(1) COc1cc(C2CC(=O)Oc3cc(C)cc(C)c32)cc(OC)c1OC (centres undefined)
(2) COc1ccccc1NC(=O)NCCN1C(=O)C2C3C=CC(C3)C2C1=O (centres undefined)
(3) COc1ccc(C(=O)Nc2nnc(SCc3cc(=O)c4cccc(F)c4[nH]3)s2)cc1
(4) O=C1NC(=O)/C(=C\c2cn(Cc3ccccc3F)c3ccccc23)N1
(5) CC(=O)NC(CC(=O)NCCN1C(=O)S/C(=C\c2ccccc2)C1=O)c1ccccc1 (centres undefined)
(6) O=C(CSc1nnnn1-c1ccc2c(c1)CCC2)Nc1ccc2c(c1)OCCO2
screen / no. | 1 | 2 | 3 | 4 | 5 | 6
Tau ThT inhib | ? | -1% | -4% | -12% | -8% | ?
Tau fluor counter | -15%[81.3 µM] | 0% | -16% | ? | 3% | ?
ALDH1A1 inh | 5% | -10% | · | 14µM* | -10% | ?
L3MBTL1 inh | -2% | · | · | · | 9% | -7%
TRb SRC2 PPI | -1% | -5% | -2% | -11% | 7% | 0%
TR SRC2 fluor cs | -2% | 0% | -2% | -6% | 2% | 0%
Tau FP inhib | 6%[81.3 µM] | 8% | -11% | 11% | -5% | -12%
GLA spleen mod | 4%[119 µM] | -2% | · | 5% | 5% | 7%

(7) O=C(CSc1oc(-c2ccco2)nc1S(=O)(=O)c1ccccc1)NCC1CCCO1 (centres undefined)
(8) COc1ccc(C2CC(=O)N(CC(=O)Nc3ccc(C)c(Cl)c3)c3ccccc3S2)cc1OC (centres undefined)
(9) CCC1CCCCN1S(=O)(=O)c1ccc2c(c1)CCN2C(=O)C1CCC1 (centres undefined)
(10) Cc1ccc(Nc2nc(N)[nH]c(=O)c2N=O)cc1
(11) C[c-]1[c-](C)[c-](C)[c-](C)[c-]1C.[Fe].c1cc2nccc(N3CCCC3)[c-]2c1 (centres undefined)
(12) O=C(NNC(=S)Nc1ccccc1Cl)c1ccncc1
screen / no. | 7 | 8 | 9 | 10 | 11 | 12
Tau ThT inhib | -17% | -16% | -9% | · | 32µM* | ·
Tau fluor counter | -9% | ? | -13% | ? | ? | -5%
ALDH1A1 inh | -15% | · | -9% | · | · | ·
L3MBTL1 inh | ? | · | 2% | · | · | ·
TRb SRC2 PPI | -23% | 4% | -10% | 4% | -6%&-14% | -5%
TR SRC2 fluor cs | 0% | -12% | 0% | -2% | -2%&-8% | -4%
Tau FP inhib | ? | -13% | 0% | -7% | ? | 6%
GLA spleen mod | -3% | · | 5% | -6% | 18%&-8% | 10%

(13) COc1cc(C2NCCC(=O)C2(C)C)cc(OC)c1OC (centres undefined)
(14) CC1(C)Cc2c(ccc3ccccc23)/C(=C/C(=O)N2CCCCC2)N1
(15) COc1ccc2c3c([nH]c2c1)C1CC2C(CC(O)C(OC)C2CO)CN1CC3 (centres undefined)
(16) Cc1nn(-c2ccccc2)c(Cl)c1C(=O)OC(C)C(=O)Nc1ccc2c(c1)OCO2 (centres undefined)
(17) CCc1nn2c(=O)cc(COC(=O)c3cccc(NC(=O)c4ccccc4C)c3)nc2s1
(18) COc1ccc(/C=C2/N=C3CCCCCN3C2=O)cc1
screen / no. | 13 | 14 | 15 | 16 | 17 | 18
Tau ThT inhib | -6% | ? | · | ? | -14% | -10%
Tau fluor counter | 2% | -10% | 2% | ? | 1% | -8%
ALDH1A1 inh | 9% | ? | · | -8% | · | ?
L3MBTL1 inh | 9% | -9% | · | -8% | · | ·
TRb SRC2 PPI | -2% | 6% | 0% | -17% | -4% | 6%
TR SRC2 fluor cs | -1% | 2% | 1% | -1% | -2% | -2%
Tau FP inhib | 6% | -3% | 2% | -4% | -4% | 0%
GLA spleen mod | 0% | 12% | 2% | 11% | · | -8%

(19) CCOC(=O)c1cc2c(=O)n3ccccc3nc2n(CC(C)C)c1=NC(=O)COc1ccc(Cl)cc1
(20) Cc1nnc(NC(=O)c2ccc(S(=O)(=O)C(F)F)cc2)s1
(21) CCN(CCCNC(=O)CSc1cc(=O)n(C)c2cc(Cl)ccc12)c1cccc(C)c1
(22) CCOC(=O)N1CCN(C(=O)C(NS(=O)(=O)c2cccc3nsnc23)c2ccccc2)CC1 (centres undefined)
(23) Cc1ccc(C)c(C(=O)COc2ccccc2[N+](=O)[O-])c1
(24) CC(C)(CSc1nncn1/N=C/c1ccco1)NS(=O)(=O)c1ccc(Cl)cc1
screen / no. | 19 | 20 | 21 | 22 | 23 | 24
Tau ThT inhib | 15% | -16% | ? | 2% | 3% | -6%
Tau fluor counter | -14% | -17% | -26% | 2% | 1% | -9%
ALDH1A1 inh | · | 1% | · | 9% | 8% | -9%
L3MBTL1 inh | · | -4% | · | 2% | -12% | ·
TRb SRC2 PPI | 5% | 8% | -5% | -1% | -11% | -12%
TR SRC2 fluor cs | -2% | 1% | -2% | -6% | -1% | -1%
Tau FP inhib | 2% | 2% | 3% | 2% | 6% | 4%
GLA spleen mod | · | 2% | · | -1% | -5% | 20%

(25) NS(=O)(=O)c1ccc(NC(=S)NCc2cccc(Cl)c2)cc1
(26) COc1cc2c(cc1NC(=O)C(C)Sc1nc3ccccc3n1C)oc1ccccc12 (centres undefined)
(27) O=C(Nc1ccccc1C1CC1)c1cccs1
(28) Cc1ccc(-n2c(=S)[nH]c3c(oc4ccccc43)c2=O)cc1C
(29) CCc1cccc(C)c1NC(=O)Cn1c(=O)cc(C)c2c(C)nn(-c3cccc(F)c3)c21
(30) COC(=O)c1sccc1-n1cccc1C(=O)C(=O)Nc1ccc(F)cc1
screen / no. | 25 | 26 | 27 | 28 | 29 | 30
Tau ThT inhib | -3% | -12% | 1% | -18% | 0% | 0%
Tau fluor counter | -21% | ? | 3% | -14% | -7% | 0%
ALDH1A1 inh | 3% | 1% | 2% | ? | · | 1%
L3MBTL1 inh | 4% | -8% | 9% | 3% | · | ?
TRb SRC2 PPI | 4% | 4% | -20% | 3% | -3% | -5%
TR SRC2 fluor cs | -1% | 4% | 1% | 0% | -21% | -2%
Tau FP inhib | ? | ? | 1% | -2% | -8% | 6%
GLA spleen mod | -10% | 0% | 1% | -1% | · | 7%

(31) CCOc1cc(S(=O)(=O)n2cnc(C)c2)ccc1Cl
(32) Clc1ccccc1Cc1noc(CN2CCN3CCCC3C2)n1 (centres undefined)
(33) C=CCNC(=O)CCc1nnc(C2(c3ccc(Cl)cc3)CCC2)o1
(34) CC(C)NC(=O)CSc1nncn1-c1ccccc1
(35) COc1ccc(OC)c(C2=NS(=O)(=O)N(C)C(C(=O)Nc3ccc(F)cc3F)=C2)c1
(36) COC(=O)C1=C(C)NC(=O)C1(NS(=O)(=O)c1ccc(NC(C)=O)cc1)C(F)(F)F (centres undefined)
screen / no. | 31 | 32 | 33 | 34 | 35 | 36
Tau ThT inhib | 9% | 1% | 3% | 2% | 1% | -7%
Tau fluor counter | 9% | 0% | 1% | 2% | -1% | -6%
ALDH1A1 inh | 2% | 13% | ? | 3% | · | -1%
L3MBTL1 inh | -10% | -4% | -16% | -2% | · | ·
TRb SRC2 PPI | 1% | 2% | 3% | 6% | 4% | 11%
TR SRC2 fluor cs | 1% | -5% | 1% | 3% | -1% | 1%
Tau FP inhib | 0% | -14% | 2% | 5% | -12% | 2%
GLA spleen mod | 7% | 3% | -2% | 3% | · | -1%

(37) CCCCCCn1c(SCCOC)nc2c1c(=O)[nH]c(=O)n2C
(38) CCC(c1nnnn1CCOC)N(Cc1cc2cc(C)c(C)cc2[nH]c1=O)CC1CCCO1 (centres undefined)
(39) COc1ccc(NC(=O)CSc2nc(-c3cccs3)cc(C(F)(F)F)c2C#N)cc1
(40) CCOC(=O)CSc1nnc(NC(=O)c2cccc(S(=O)(=O)N3CCCCCC3)c2)s1
(41) CCn1c(=O)n(CC(=O)NCc2ccccc2OC)c(=O)c2ccccc21
(42) COC(=O)[C@@]1(Cc2ccc(F)cc2)[C@H]2c3cc(C(=O)N(C)C)n(Cc4ccccc4)c3C[C@H]2CN1C(=O)c1ccccc1
screen / no. | 37 | 38 | 39 | 40 | 41 | 42
Tau ThT inhib | 1% | -12% | -7% | -10% | -11% | ?
Tau fluor counter | 0% | -4% | -15% | -7% | -6% | -14%&-2%
ALDH1A1 inh | · | -16% | · | ? | 4% | 6%&-8%
L3MBTL1 inh | · | · | · | 8% | 5%[11.4 µM] | -13%
TRb SRC2 PPI | 0% | -2% | 2% | 3% | -12% | 0%&2%
TR SRC2 fluor cs | 0% | -2% | -3% | 0% | 2% | 0%&-1%
Tau FP inhib | -7% | 4% | ? | -13% | -2% | -3%&-1%
GLA spleen mod | -3% | 12% | · | 7% | 1% | 10%&13%

(43) COc1ccccc1OCC(=O)NCCc1nc2ccccc2[nH]1
(44) O=C(COC(=O)c1ccccn1)NCc1ccccc1
(45) COc1ccc(NC(=O)CCc2c(C)nn(-c3ccc(N4CCCC4)nn3)c2C)cc1Cl
(46) COc1ccc(OCC(O)Cn2c(Nc3cccc(C)c3)nc3c2c(=O)n(C)c(=O)n3C)cc1 (centres undefined)
(47) CN(C(=O)COC(=O)c1ccccc1Nc1ccccc1)C1CCS(=O)(=O)C1 (centres undefined)
screen / no. | 43 | 44 | 45 | 46 | 47
Tau ThT inhib | -10% | -12% | ? | -7% | 3%
Tau fluor counter | -12% | -12% | -5% | -29% | -15%
ALDH1A1 inh | 3% | 6% | · | ? | -11%
L3MBTL1 inh | 6% | -13% | · | -11% | 5%
TRb SRC2 PPI | -4% | -3% | 7% | 0% | 1%
TR SRC2 fluor cs | -2% | 2% | 0% | 3% | 0%
Tau FP inhib | -6% | -5% | 9% | ? | -7%
GLA spleen mod | 1% | -7% | · | -5% | -3%
